# Screens as filed in PubChem BioAssay.
# SENP7 inh – blocks the human protease SENP7. recombinant SENP7, Z-RLRGG-aminoluciferin luminescence, 40 min. inhibition, % at 5 µM. 1.5% of 330,000 active. AID 434973;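 active = inhibition above about 50% at the single test dose, limit read from the data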;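 note: plate controls were DMSO with enzyme for no effect and no enzyme buffer wells for full effect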
# Target sequence (Q9BQF6 706-1050 limits assumed): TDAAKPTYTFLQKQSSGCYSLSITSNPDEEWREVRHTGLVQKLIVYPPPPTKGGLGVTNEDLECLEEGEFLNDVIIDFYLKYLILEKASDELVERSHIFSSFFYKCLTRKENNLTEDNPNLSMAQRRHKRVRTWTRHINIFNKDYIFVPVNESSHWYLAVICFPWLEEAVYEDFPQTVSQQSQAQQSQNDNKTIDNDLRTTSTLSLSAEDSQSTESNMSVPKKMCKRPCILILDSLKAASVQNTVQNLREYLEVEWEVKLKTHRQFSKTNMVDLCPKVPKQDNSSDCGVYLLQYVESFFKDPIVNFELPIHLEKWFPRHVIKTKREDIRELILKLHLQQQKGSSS
# SENP8 block-1 – SENP8 protease inhibition. Q96LD8. purified SENP8, Z-RLRGG-aminoluciferin cleavage, luminescence. inhibition, % at 10 µM. 1.2% of 330,000 active. AID 2540; in the data active = inhibition above about 50%
# HKDC1 inhibitor – blocks human hexokinase HKDC1 activity; recombinant HKDC1, G6PDH/diaphorase resazurin coupled fluorescence; inhibition, % at 20 µM; 0.16% of 340,000 active; AID 493160;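 active = inhibition above about 35% when tested at 20 µM, limit read from the data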;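 note: plate controls were DMSO wells with enzyme for no effect and DMSO wells lacking enzyme for full effect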
#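 Incubation: 90 min at room temperature in dark / Material: recombinant HKDC1 (HK5) hexokinase enzyme, produced in-house / Quantity: enzyme 5 µg/mL final / Compound: one dose of 20 µM, 1% DMSO / Reagent: glucose and ATP substrates / Buffer or medium: Tris pH 8.0 buffer with MgCl2, Tween-20, BSA, BME / Technique: resorufin fluorescence at 613 nm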
# SENP1 FRET inh – SENP1 (human) catalytic domain inhibition; Q9P0U3; recombinant SENP1 catalytic domain, CyPet-SUMO1-YPet FRET cleavage; inhibition, % at 10 µM; 0.21% of 360,000 active; AID 624204;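 active = inhibition at least 30% at 10 µM, raw YFP signal under a set limit, fluorescence ratio 0.5 to 1.5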;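 note: 0% = enzyme with DMSO and 100% = no enzyme wells; some results filed as inactive read as strong as hits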
#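 Test system: hSENP1 catalytic domain, recombinant; Amount: 20 pM final SENP1 enzyme; Medium: Tris pH 8 buffer plus EDTA, NaCl, BME, BSA, NP40, catalase; Schedule: 50 min enzyme reaction, room temperature, light-protected; Technique: FRET fluorescence in CFP and YFP emission channels; Controls: no-enzyme wells low, DMSO-plus-enzyme wells high control.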
# UBC13 polyUb – inhibitors of human UBC13 polyubiquitin chain formation; P61088; TR-FRET; inhibition, % at 20 µM; 0.47% of 330,000 active; in the data active = inhibition above about 45%, passing the limit was not always enough
# Target sequence (P61088 whole entry, looked up): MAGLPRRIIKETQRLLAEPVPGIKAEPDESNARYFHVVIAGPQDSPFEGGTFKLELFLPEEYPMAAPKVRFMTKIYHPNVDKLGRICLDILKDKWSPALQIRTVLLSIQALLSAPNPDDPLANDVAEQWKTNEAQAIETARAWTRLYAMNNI
# SENP6 block – blocks the human protease SENP6. Q9GZR1. Recombinant SENP6 catalytic domain, aminoluciferin luminescence. inhibition, % at 10 µM. 1.8% of 330,000 active. AID 2599;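 active = inhibition above about 50% at the single tested dose, limit read from the data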;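 note: plate controls were DMSO wells with enzyme for no effect and DMSO wells lacking enzyme for full effect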
# Target sequence (Q9GZR1 628-1112 limits assumed): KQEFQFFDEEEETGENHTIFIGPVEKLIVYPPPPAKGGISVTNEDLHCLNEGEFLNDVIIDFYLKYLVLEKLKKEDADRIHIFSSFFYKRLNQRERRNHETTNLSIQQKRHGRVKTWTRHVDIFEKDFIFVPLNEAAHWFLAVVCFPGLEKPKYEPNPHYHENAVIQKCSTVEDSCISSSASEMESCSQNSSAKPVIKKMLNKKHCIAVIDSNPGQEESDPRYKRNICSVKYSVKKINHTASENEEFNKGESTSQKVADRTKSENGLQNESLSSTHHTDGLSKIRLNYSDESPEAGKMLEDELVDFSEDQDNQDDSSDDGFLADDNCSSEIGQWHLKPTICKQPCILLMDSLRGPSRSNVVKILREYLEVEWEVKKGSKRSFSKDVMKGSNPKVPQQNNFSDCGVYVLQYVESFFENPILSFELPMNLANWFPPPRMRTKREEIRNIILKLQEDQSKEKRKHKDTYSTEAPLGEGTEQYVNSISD
# SENP8 block-2 – blocks human SENP8 cleavage of Nedd8 substrate; inhibition, % at 20 µM; AID 602440; Q96LD8; 0.64% of 360,000 active; recombinant SENP8, Nedd8 substrate fluorescence; in the data active = inhibition mostly above about 40%, no sharp cut-off; inactive = mostly below about 27%
# PfGluPho inh – PfG6PD (Plasmodium falciparum) enzyme inhibition | 0.78% of 350,000 active | PfGluPho enzyme, NADPH resazurin-diaphorase fluorescence | inhibition, % at 20 µM | AID 504690;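 active = inhibition reaching at least a set limit at 20 µM in the primary screen, cut at about 59% in these data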;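 note: 0% = DMSO wells with substrate and 100% = DMSO wells lacking glucose-6-phosphate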
# MIN6 prolif – induces beta-cell replication in MIN6 cells; AID 2380; MIN6 cells proliferation, ATPlite luminescence, 48 h; cells starved in 0.2% serum; 100% = growth in 10% serum; proliferation, % at 10 µM; 0.29% of 330,000 active;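 active = compounds whose signal lies at least 3.5 SD above the mean of all wells on their plate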;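 note: 0% = DMSO-treated cells in low-serum medium and 100% = 10% serum control; some compounds called inactive have numbers as strong as hits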
# An asterisk follows results filed as active; i = inactive; x = not tested or not shown. An unsorted share of the library. Share with any hit: about 4%.
SMILES,SENP7 inh,SENP8 block-1,HKDC1 inhibitor,SENP1 FRET inh,UBC13 polyUb,SENP6 block,SENP8 block-2,PfGluPho inh,MIN6 prolif
Cc1ccc2c(c1)S/C(=C\c1cccc[n+]1C)N2CCO,-1,-2,2,-26,-39,18,17,0,-7
Cc1ccc(OCC(=O)Nc2ccc3oc(=O)ccc3c2)cc1,-3,-7,0,-1,-6,-4,-137,-10,0
O=C(Nc1cccnc1)c1cccs1,2,0,6,1,5,5,25,-8,-1
S=c1[nH]nc(COc2ccccc2)n1/N=C/c1c(Cl)cccc1Cl,-7,3,0,0,-9,7,20,10,1
COc1ccc(NC(=O)CCNS(=O)(=O)c2ccc(C)c(C)c2)cc1OC,1,5,0,1,7,-12,11,-15,-1
Cc1cc(NC(=O)c2cc(-c3ccccn3)nc3ccc(Br)cc23)no1,12,-5,-5,-1,-26,-22,-7,-14,-2
CC(=O)N1CCc2cc(C(=O)CN3CCCCC3)ccc21,-2,7,-5,-4,-5,-2,0,13,3
COc1ccc2cc(-c3nc4ccccc4n3C)c(=O)oc2c1,-4,-6,3,-28,8,-21,-274,6,-4
COc1ccc(N(Cc2ccccc2)S(=O)(=O)c2ccc(C)cc2)cc1,3,-1,-5,2,9,-18,7,22,-5
Cn1c(NC(=O)c2ccccc2F)cc(=O)n(C)c1=O,11,-9,11,2,-15,-8,6,-23,0
CCOC(=O)C(Cc1ccccc1)C(=O)Nc1nccs1 (stereo not given),3,-8,6,-1,5,-12,9,15,1
CCCN(c1ccc(C(C)C)cc1)S(=O)(=O)c1c(C)[nH]c(=O)[nH]c1=O,3,8,10,1,10,-10,1,-2,-4
COc1ccccc1NS(=O)(=O)c1cc(-c2cc(C)no2)ccc1OC,8,4,7,2,-5,-4,13,-10,-3
O=C(Nn1cc(C(=O)N2CCN(c3ccccc3F)CC2)c2ccccc2c1=O)c1cnccn1,4,-6,-3,0,-8,-9,2,-19,-2
COC(=O)C1=C(C)N(C(C)C)C(=O)C1(NC(=O)C1CCCCC1)C(F)(F)F (stereo not given),0,-6,-16,0,-5,-23,12,-11,-1
COC(=O)/C(=N\Nc1ccc(Cl)cc1)Sc1nnc(-c2ccc(OC)cc2)n1C,-1,-4,13,1,-4,-13,11,8,-2
CNC(=O)C1CC(=O)N(c2ccc(F)c(Cl)c2)C1 (stereo not given),2,0,-5,3,-3,-28,18,-13,-3
O=C(CCc1nnc2n(Cc3ccccc3)c(=O)c3ccccc3n12)NCCN1CCOCC1,12,7,-1,1,3,-1,7,-2,-1
S=C(Nc1ccc(Cl)cc1)N1CCCC1,-8,-4,1,1,-9,1,4,-10,-1
CCCNC(=S)N1CCC(NC(=O)Nc2ccc(C)cc2)CC1,-8,-7,-12,1,-4,-12,8,13,-2
NC(=O)CSc1nc(-c2ccccc2)c(-c2ccccc2)o1,8,3,-5,-1,10,-3,-97,9,1
COc1ccc(-c2cc3cc(-c4cc(OC)c(OC)c(OC)c4)ccc3o2)cc1,7,1,-4,2,-3,4,i,-5,1
CCn1c(CNC(=O)C23CC4CC(CC(C4)C2)C3)nnc1SCC(=O)Nc1nnc(C)s1,-9,-2,-6,0,-5,-2,16,-2,-3
COc1ccc(Cn2c(=O)[nH]c3cc(C(=O)N4CCN(c5ccc(OC)cc5)CC4)ccc3c2=O)cc1,7,7,-4,1,2,-17,0,3,0
COCCn1c(SCC(=O)NC(=O)NCc2ccccc2)nc2ccccc2c1=O,-6,-7,-5,1,-5,-25,-6,3,-1
COc1nc(Cc2ccc(Cl)cc2)nc2ccccc12,-11,0,-3,-2,3,8,1,1,-2
O=C(Nc1cc(C(F)(F)F)ccc1N1CCCC1)c1cccnc1,6,3,2,-7,-7,18,0,-13,-2
CC(C)CCNC(=O)C(c1ccco1)N(C(=O)Cn1nnc2ccccc21)c1ccc2c(c1)OCO2 (stereo not given),10,-7,-9,0,0,-14,14,-1,-2
CCn1cnc2c1c(=O)n(CC(=O)Nc1ccc3c(c1)OC(F)(F)O3)c(=O)n2Cc1ccccc1,-4,-10,-2,-3,-1,-20,16,6,-2
C/C(=N\NC(=O)c1cccc2ccccc12)c1cccs1,0,1,0,2,0,-7,10,40,1
COc1ccc(/C=C(\C#N)C(=O)Nc2ccc3[nH]c(=O)[nH]c3c2)cc1,-4,11,4,-35,-5,-11,-196,47,-2
Cc1nc(C)n(CC(O)COc2ccc3ccccc3c2)n1 (stereo not given),4,6,-15,2,8,9,3,-7,2
CC(C)Oc1ccc(/C=N/NC(N)=S)cc1,1,-3,-10,2,-2,-5,2,6,0
COc1ccc(Cl)cc1NC(=O)CN1CCC(NC(=O)C2CC2)CC1,-13,-16,-7,1,23,10,11,-13,-2
Cc1ccc(NC(=O)CCC(=O)NNC(=S)Nc2ccccc2)c(C)c1,-5,0,3,-1,-12,-6,12,-11,-3
Cc1ccc(CN2CCN(/N=C/c3cccnc3)CC2)c(C)c1,4,4,-6,0,1,-11,15,0,-2
O=C(Cn1c2c(c(=O)n3ncnc13)CCC2)N/N=C/c1ccc(Cl)cc1,4,3,2,1,-2,-4,9,4,0
CCCn1c(N)c(C(=O)CSc2nnc(Cc3cccs3)n2C2CC2)c(=O)n(C)c1=O,-15,1,1,1,3,0,7,9,-2
Cc1cc(C)n(CCC(=O)N=Nc2c(O)[nH]c3ccc(Br)cc23)n1,-1,7,-1,2,0,-12,23,21,1
CCOc1ccc(-c2nnn(CC(=O)Nc3cccc(OC)c3)n2)cc1OCC,3,-1,-4,1,7,8,12,-17,0
O=C(COC(=O)C1(c2ccccc2F)CCCC1)NC1CCS(=O)(=O)C1 (stereo not given),-3,3,-15,0,8,-12,16,-7,-4
O=C(c1ccccc1)c1cccn1CC(=O)N1CCc2ccccc2C1,9,-5,1,5,-1,-6,9,-12,6
CN(C)C=NC1=NN(c2cccc(C(F)(F)F)c2)CC1,-1,-11,8,1,1,-20,-35,22,0
Cc1nnc(SCc2c(Cl)cccc2[N+](=O)[O-])s1,-7,-11,-4,3,-8,-9,19,-26,-1
COc1ccc(/C=N/NC(=O)CC(=O)NC2CCCCC2)cc1,4,10,0,2,5,17,5,-4,-2
COc1ccc(NS(=O)(=O)c2ccc(S(=O)(=O)N3CCOCC3)cc2)cc1,-12,0,-2,2,5,-12,20,-6,2
Cc1cccc(-c2nc(N)nc(N)n2)c1,2,-10,-1,2,10,-11,20,4,-2
CCCCCSc1nnc2c(n1)OC(C)N(C(C)=O)c1ccccc1-2 (stereo not given),-3,7,-2,4,-3,-2,-157,5,0
CC(NC(=O)Nc1ccccn1)N1C(=O)C2C3C=CC(C3)C2C1=O (stereo not given),10,5,6,-3,-2,4,8,1,0
CCCOC(=O)c1ccc(Oc2cn[nH]c2-c2ccc(OC)cc2O)cc1,-6,-9,-3,4,12,-15,10,1,-5
COc1cccc(CN2CCC(C(=O)N3CCN(Cc4ccc5c(c4)OCO5)CC3)CC2)c1OC,-7,-2,-5,0,4,-8,2,10,-2
COc1ccc(NS(=O)(=O)c2cc(Br)cc3c2N(C(C)=O)CC3)cc1,-10,-4,-3,1,-4,15,12,-2,-4
COc1ccc(/C=N/NC(=O)COc2cc(C)cc(C)c2)cc1COC(C)=O,1,5,-5,3,7,8,13,-28,-1
CCC(=O)N1CCc2cc(S(=O)(=O)N3CCN(C(=O)c4ccco4)CC3)ccc21,10,5,-5,4,3,6,5,-3,-1
COC(=O)c1cccc(C23CC4(C2)[C@H](CN(Cc2ccc(-c5ccccc5)cc2)[C@@H]4c2ccccc2)C3c2ccccc2)c1 (stereo not given in full),-3,-10,-7,-6,-18,-3,8,-3,-4
CC(C)=C(NC(=O)c1ccccc1)C(=O)NCc1ccccc1,-9,-14,-12,-1,-3,-26,9,16,3
O=C(NCc1ccccn1)Nc1ccc(Br)cc1Cl,-11,-6,-1,1,-8,3,10,-8,-4
Cc1cc(C)nc(CCNC(=O)c2cc(COc3ccccc3)on2)n1,-6,-8,-9,0,-5,-14,0,-6,-1
COc1ccccc1CC(=O)O/N=C(\N)Cc1cccc2ccccc12,-5,-10,-6,12,-14,-2,15,4,-4
CCOC(=O)NC(Nc1ccc(OC)cc1)(C(F)(F)F)C(F)(F)F,5,-4,-8,2,-17,-13,25,11,0
# Other structures.
SMILES,SENP7 inh,SENP8 block-1,HKDC1 inhibitor,SENP1 FRET inh,UBC13 polyUb,SENP6 block,SENP8 block-2,PfGluPho inh,MIN6 prolif
COc1ccc(C)cc1S(=O)(=O)Nc1cccc(C)c1,2,-3,-9,4,0,-22,17,-11,-2
COc1ccc(NC(=O)C2CCCN(c3nn4c(=O)cc(C)nc4s3)C2)c(OC)c1 (stereo not given),8,-4,-2,-1,0,-4,-1,-3,-1
CC(Oc1ccc(Cl)cc1Cl)C(=O)NCCCN1CCOCC1 (stereo not given),-3,-8,-5,2,-5,1,9,-6,0
CN(C)CCCN(Cc1cc2cc3c(cc2[nH]c1=O)OCO3)C(=S)Nc1cccc(Cl)c1,8,-1,-3,-8,17,5,-375,13,-5
CC(=O)c1ccc(N2CCN(C(=S)Nc3ccc(Oc4ccccc4)cc3)CC2)cc1,8,-3,-4,2,3,11,-218,7,-4
O=C(COc1ccccc1)Nc1nc2cc3c(cc2s1)OCO3,0,-2,-5,0,5,0,2,6,-6
O=C(C(c1ccccc1)c1ccccc1)N1CCC(c2nc(-c3ccccc3Cl)no2)CC1,12,-8,3,1,4,13,-7,5,-4
Cc1ccc(C)c(CN2CCC(CNC(=O)CCc3nnc4ccc(N5CCC(C)CC5)nn34)CC2)c1,2,-1,-4,-6,7,15,-14,-11,0
Cc1cc2c(c(=O)o1)C(C13C=CC(CC1)C3)C(C#N)=C(N)O2 (stereo not given),-3,-3,-2,-23,6,-17,6,-9,-1
CCOC(=O)c1sc(NC(=O)c2cc(-c3cccc(O)c3)on2)c(C(=O)OCC)c1C,3,23,2,2,-11,1,-418,-19,-2
COCCNC(=S)NN=C1CCCCCC1,x,x,-5,-1,x,x,11,-10,x
Cn1nc(C(F)(F)F)c2cc(C(=O)Nc3ccc(F)cc3)sc21,-2,3,1,-2,4,-6,19,9,-4

# Record cards (already shown).
# COc1ccc(NC(=O)C2CCCN(c3nn4c(=O)cc(C)nc4s3)C2)c(OC)c1 (stereo not given) is listed as SENP7 inh: 8; SENP8 block-1: -4; HKDC1 inhibitor: -2; SENP1 FRET inh: -1; UBC13 polyUb: 0; SENP6 block: -4; SENP8 block-2: -1; PfGluPho inh: -3; MIN6 prolif: -1
# O=C(C(c1ccccc1)c1ccccc1)N1CCC(c2nc(-c3ccccc3Cl)no2)CC1 is listed as SENP7 inh: 12; SENP8 block-1: -8; HKDC1 inhibitor: 3; SENP1 FRET inh: 1; UBC13 polyUb: 4; SENP6 block: 13; SENP8 block-2: -7; PfGluPho inh: 5; MIN6 prolif: -4
# CC(=O)c1ccc(N2CCN(C(=S)Nc3ccc(Oc4ccccc4)cc3)CC2)cc1 is listed as SENP7 inh: 8; SENP8 block-1: -3; HKDC1 inhibitor: -4; SENP1 FRET inh: 2; UBC13 polyUb: 3; SENP6 block: 11; SENP8 block-2: -218; PfGluPho inh: 7; MIN6 prolif: -4
